Screens as filed in PubChem BioAssay.
FN deposition inh – inhibitors of fibronectin matrix deposition, primary screen, AH1F cells, Alexa488-fibronectin fluorescence, plate reader; 0.086% of 350,000 active; AH1F fibroblasts, overnight; AID 743247, 2014; inhibition, % at 12.6 µM;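 active = mean inhibition across replicates of 30% or more, regardless of how many single replicates reach that level; inconclusive = mean under 30% yet at least half of replicates reach 30%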;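 note: positive control wells lacked labelled fibronectin entirely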
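Measured by – fluorescence 485/525 nm · System – AH1F fibroblast monolayer, labelled fibronectin deposition · Amount – 10000 cells per well · Buffer or medium – serum-reduced DMEM (2% serum) · Doses – single dose, pinned · Also added – fluorescent fibronectin at 24 nM final · Schedule – 1 h cell attachment, overnight exposure to compound and label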
esBAF inh – Bmi1 luciferase reporter increase in mESCs, primary screen, esBAF inhibitor project, mouse ES cells, Bmi1 luciferase knock-in, single point. 24 h; 100% = twice the neutral-well signal. reporter increase, % at 12.5 µM. 2% of 350,000 active; in the data active = activation above about 40%; inconclusive = no clear call, values can overlap the other calls;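 note: 0% = median of the plate's neutral control wells and 100% = double that signal; a rise in the Bmi1 reporter signal indicates esBAF inhibition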
RAD52 inh – RAD52 DNA annealing inhibitors, primary screen, biochemical, FRET, single point, set 2 | DNA repair protein RAD52 homolog (Homo sapiens), P43351 | recombinant RAD52 DNA annealing, FRET fluorescence | inhibition, % at 18.7 µM | 0.46% of 360,000 active | AID 651710, 2012;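 active = every replicate showing at least 50% inhibition; inconclusive = mean inhibition at least 50% but not in every replicate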
EWS-Fli block – EWS/Fli-driven NR0B1 reporter inhibitors, primary screen, A673 cells, NR0B1 luciferase, luminescence, MLPCN library | viability-normalised | inhibition, % at 12.6 µM | 0.67% of 350,000 active | AID 651661, 2012;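 active = mean inhibition of at least 50% after viability correction, with every replicate also passing that limit; inconclusive = mean reaches 50% but only one of two replicates passes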;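 note: firefly luciferase signal divided by Alamar Blue viability fluorescence both relative to DMSO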
S100A4 MyoIIA – inhibitors of S100A4-myosin IIA peptide binding, primary screen, biochemical, fluorescence polarization, TAMRA-MyoIIA peptide | Protein S100-A4 (Homo sapiens), P26447 | inhibition, % at 10.7 µM | 0.14% of 360,000 active | AID 652163, 2013;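 active = mean inhibition of at least 70% across replicates, with every replicate also reaching that level; inconclusive = mean inhibition reaches 70% but some replicates fall short; inactive = mean inhibition below 70%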
Target sequence (P26447 whole entry, looked up): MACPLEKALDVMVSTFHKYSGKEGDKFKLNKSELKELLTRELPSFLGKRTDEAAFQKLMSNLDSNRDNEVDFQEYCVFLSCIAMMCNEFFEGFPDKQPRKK
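Material: S100A4 monomer (human). Medium: Calcium-containing HEPES buffer, pH 7.2. Probe or stimulus: labelled myosin peptide probe, 5 nM. Compound dosing: one concentration per compound. Timing: polarization read 5 min after assay mix addition, stable 5–60 min. Benchmarks: DMSO as neutral control, TFP as positive control.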
E-sel inducer – E-selectin induction in HUVECs, primary screen, imaging, HUVEC, immunofluorescence imaging, single point; activation, % at 7.58 µM; normalized: neutral wells 0, TNF-alpha wells 100; 0.37% of 260,000 active; P16581;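 active = mean E-selectin-positive cell signal at least 10% of the positive control, reached in at least 60% of replicates, without over 20% cell loss; inconclusive = no rule given, readout overlaps actives, possibly toxicity-flagged; inactive = the rest, including those meeting only one limit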;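 note: in these data hits start at about 27%; measured in HUVEC primary endothelial cells; signal is the percent of cells scored E-selectin positive by PE staining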
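Assay system: HUVEC primary endothelial cells. Input: 3,000 HUVEC seeded per well. Doses: one compound dose added by pin transfer. Read-out basis: % PE-positive cells. Benchmarks: TNF-alpha high, DMSO low. Detection: immunofluorescence imaging. Buffer or medium: EGM-2, gelatin.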
Xi reactivation – activators of inactive X chromosome reactivation, primary screen, imaging, XiGFP fibroblasts, GFP high-content imaging, set 2. XiGFP mouse fibroblasts, % GFP-positive cells imaging, 3 d; cells co-treated with 5-aza-dC sensitizer; scaled so ellipticine positive control = 100%. activation, % at 7.58 µM. 0.055% of 360,000 active. AID 743238, 2013;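 active = mean normalized replicate activation at least 10% and every replicate at or above 10%; inconclusive = only one of the two criteria met; inactive = mean below 10% and not all replicates reach 10%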;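 note: 0% = median of on-plate neutral control wells and 100% = ellipticine 6 µM median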
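Assay system: SV40-immortalized XiGFP fibroblast cells, line 68-5-11; buffer or medium: DMEM plus 5-aza-dC sensitizer; compound: one concentration, pinned; timing: compounds 3 days, fix/stain 15 min at room temperature; benchmarks: positive control ellipticine, 6 µM final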
RAD54 inh – inhibitors of human RAD54 branch migration, primary screen, biochemical, fluorescence, single point. inhibition, % at 10.4 µM. 0.14% of 360,000 active. DNA repair and recombination protein RAD54-like (Homo sapiens), Q92698. RAD54 Holliday junction branch migration, FAM/BHQ fluorescence;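 active = mean normalized replicate activity at least 40 and at least half of replicates scoring 40 or more; inconclusive = only one of the two criteria met; inactive = mean below 40 and under half of replicates reaching 40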;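 note: 0% = median of neutral control wells and 100% = median of positive control wells; inhibitors cause a drop in the FAM fluorescence signal; in these data hits start at about 50%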
Target sequence (Q92698 whole entry, looked up): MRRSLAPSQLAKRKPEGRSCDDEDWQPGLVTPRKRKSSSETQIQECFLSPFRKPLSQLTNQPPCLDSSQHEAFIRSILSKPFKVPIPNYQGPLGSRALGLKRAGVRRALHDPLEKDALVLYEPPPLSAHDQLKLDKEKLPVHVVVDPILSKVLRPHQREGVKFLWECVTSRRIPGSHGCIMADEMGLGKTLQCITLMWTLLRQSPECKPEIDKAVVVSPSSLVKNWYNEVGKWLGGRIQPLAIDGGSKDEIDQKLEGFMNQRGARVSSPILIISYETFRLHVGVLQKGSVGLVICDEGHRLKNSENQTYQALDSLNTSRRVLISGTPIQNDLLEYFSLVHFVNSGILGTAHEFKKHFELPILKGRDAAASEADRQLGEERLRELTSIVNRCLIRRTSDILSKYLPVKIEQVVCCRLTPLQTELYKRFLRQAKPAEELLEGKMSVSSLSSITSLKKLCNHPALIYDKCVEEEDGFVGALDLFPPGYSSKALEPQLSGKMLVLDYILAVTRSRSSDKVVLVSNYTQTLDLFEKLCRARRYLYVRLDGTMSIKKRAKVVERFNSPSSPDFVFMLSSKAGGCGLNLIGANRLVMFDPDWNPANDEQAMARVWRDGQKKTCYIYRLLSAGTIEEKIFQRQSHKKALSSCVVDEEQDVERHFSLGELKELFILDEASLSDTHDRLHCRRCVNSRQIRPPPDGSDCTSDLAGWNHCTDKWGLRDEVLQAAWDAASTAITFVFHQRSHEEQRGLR
Active calls of the source: *; ? = inconclusive; / = no result given; & = joins results of further samples. Compounds were not picked by outcome; about 3% have a hit in one of these screens.

Under each structure: FN deposition inh | esBAF inh | RAD52 inh | EWS-Fli block | S100A4 MyoIIA | E-sel inducer | Xi reactivation | RAD54 inh
1	COc1nc(-c2ccccc2)c2cc(Br)ccc2n1
  8 | / | -6 | -12 | -10 | / | 0.0 | /
2	O=C(NNC1=NCCC1)c1cccc(S(=O)(=O)N2CCOCC2)c1
  6 | / | -5 | 12 | 15 | 2.2 | 0.1 | -4
3	O=c1c2ccccc2ncn1/N=C/c1ccccc1
  8 | -8 | -15 | -71 | -2 | 0.5 | 0.2 | -8
4	C[C@@H]1CCCCO[C@H](CN(C)C(=O)c2ccncc2)[C@@H](C)CN([C@H](C)CO)C(=O)c2cc(NC(=O)CCC(F)(F)F)ccc2O1
  1 | -3 | / | -2 | / | 0.0 | 0.2 | 2
5	COC(=O)C[C@H]1CC[C@H]2[C@@H](COc3ccc(NC(=O)NCc4ccccc4)cc3C(=O)N2C)O1
  -10 | / | 2 | -2 | 36 | -0.1 | 0.1 | /
6	FC(F)(F)c1cnc(Sc2ncn[nH]2)c(Cl)c1
  -25 | / | -18 | -5 | -1 | -0.5 | 0.0 | /
7	COc1ccc(OC)c(-c2csc(NC(=O)Cn3[nH]c(=O)c4ccccc4c3=O)n2)c1
  -14 | / | -190 | -18 | -4 | 0.4 | 0.0 | -10
8	COCCCN(CC(=O)NCc1ccccc1)S(=O)(=O)c1ccc(C)cc1
  0 | -2 | -2 | -8 | 9 | -0.1 | 0.0 | -9
9	Cc1cccc(C)c1NC(=O)CN(C)C(=O)c1ccc(OCc2ccccc2)cc1
  -3 | 18 | 2 | -17 | -7 | / | 0.0 | 0
10	COCCn1c(SCC(=O)N2CCOCC2)nnc1-c1ccco1
  7 | -3 | 0 | 4 | 2 | 0.1 | 0.0 | 8
11	COc1ccc(S(=O)(=O)N(C)C[C@@H]2Oc3ccc(NS(=O)(=O)c4ccc(F)cc4)cc3C(=O)N([C@@H](C)CO)C[C@H]2C)cc1
  / | 3 | 5 | -5 | -7 | -0.2 | -0.3 | -8
12	Brc1ccsc1-c1csc(-c2ccncc2)n1
  -11 | ? | -8 | -71 | -2 | -0.3 | 0.1 | 2
13	C[C@@H]1CN([C@H](C)CO)C(=O)c2cccc(NS(=O)(=O)c3cn(C)cn3)c2O[C@@H]1CN(C)C(=O)Nc1ccc2c(c1)OCO2
  / | 0 | 2 | -2 | -2 | -0.6 | 0.0 | -1
14	COc1cccc(-c2cc3nc(NCCCN(C)C)n(C)c(=O)c3s2)c1
  5 | 4 | 79* | 1 | -7 | 0.1 | 0.0 | 62*
15	C[C@@H]1CN([C@@H](C)CO)C(=O)c2cc(C#Cc3ccccn3)cnc2O[C@@H]1CN(C)Cc1ccncc1
  7 | 0 | -76 | -2 | 19 | ? | -0.1 | 8
16	CC(=O)Nc1ccc(NC(=O)C(C)OC(=O)CCc2nc3ccccc3s2)cc1 (stereo not given)
  -15 | / | -18 | -8 | -12 | 0.8 | -0.1 | /
17	CCc1nc(N2[C@H](C#N)[C@H](c3ccccc3-c3ccccc3F)[C@@H]2CO)sc1C
  -13 | / | -11 | 0 | 13 | -0.2 | 0.0 | /
18	Cc1ccc(C(=O)Nc2ccccc2N2CCCCC2)o1
  10 | -4 | -24 | 21 | 3 | / | 0.3 | -6
19	CCOC(=O)c1cc(Sc2ccccc2N)cc(C(=O)OCC)n1
  3 | / | 2 | 2 | 1 | / | 0.1 | /
20	CSc1ccc(CN(C)C(C)C(=O)NCC2CCCCC2)cc1 (stereo not given)
  -3 | -7 | -5 | 14 | 0 | / | / | -4
21	CNC(=O)C[C@H]1CC[C@H]2[C@@H](COc3ccc(NC(=O)Nc4ccccc4OC)cc3C(=O)N2C)O1
  / | -1 | 0 | -1 | 13 | -0.1 | 0.3 | 0
22	Cc1ccc(CNC(=O)Nc2ccccc2)n1C
  1 | 19 | -29 | -12 | -11 | -0.1 | 0.0 | -5
23	C[C@H]1CN([C@@H](C)CO)C(=O)c2cc(NC(=O)CCCCCC(=O)Nc3ccccc3N)ccc2O[C@H]1CN(C)S(=O)(=O)c1cccs1
  / | / | -39 | 1 | 98* | / | 1.1 | /
24	C[C@@H]1CN([C@@H](C)CO)C(=O)c2cc(NS(=O)(=O)c3ccc(F)cc3)ccc2O[C@@H](C)CCCCO[C@H]1CN(C)S(=O)(=O)c1ccccc1
  0 | 6 | -5 | -4 | -1 | 0.1 | 0.3 | -6
25	C[C@@H]1CN([C@H](C)CO)C(=O)c2cc(N(C)C)ccc2O[C@@H]1CN(C)CC1CCCCC1
  -2 | 3 | 11 | -11 | 3 | -0.2 | 0.2 | -4
26	COc1ccc(N2C(=O)c3ccccc3NC2c2ccc(NC(C)=O)cc2)c(OC)c1 (stereo not given)
  0 | 0 | 2 | / | 3 | / | 0.2 | -4
27	CC(C)S(=O)(=O)c1cnc(-c2cccnc2)nc1N
  -6 | -1 | -6 | -8 | -6 | 8.1 | 0.0 | /
28	CC1(C)Cc2cccc(OCC(=O)N3CCN(c4cccc(C(F)(F)F)c4)CC3)c2O1
  1 | -6 | 9 | 1 | 3 | 1.1 | 0.0 | -12
29	CCC(=O)Nc1ccc2c(c1)OC[C@H](C)N(CCc1ccccc1)C[C@@H](C)[C@H](OC)CN(C)C2=O
  -7 | -1 | -4 | 1 | 5 | 0.0 | 0.0 | -10
30	Cc1cc(Nc2cc(C(F)(F)F)cc(C(F)(F)F)c2)cc(=O)n1-c1cc(C(F)(F)F)cc(C(F)(F)F)c1
  -3 | / | -210 | 3 | 5 | -0.1 | 0.2 | /
31	CC1CCN(Cc2nc(-c3ccc(Cl)cc3)no2)CC1
  -6 | 39 | 1 | -67 | -5 | 4.4 | 0.1 | /
32	COc1ccc(S(=O)(=O)n2nc(OC(C)=O)cc2N)cc1
  7 | 10 | -5 | 0 | -3 | -0.1 | 0.2 | 4
33	Cc1ccc(CN(C)C(=O)c2ccccc2Sc2ccccc2C#N)cc1
  4 | 1 | -1 | -10 | 0 | 1.0 | -0.1 | 8
34	Cc1ccc(S(=O)(=O)Nc2ccc3c(c2)C(=O)N([C@H](C)CO)C[C@H](C)[C@H](CN(C)S(=O)(=O)c2ccccc2)OCCCC[C@@H](C)O3)cc1
  5 | 2 | 5 | 6 | -6 | -0.1 | 0.2 | -8
35	COc1ccccc1-c1c(C)nn2c(N3CCN(c4ccccc4OC)CC3)cc(C)nc12
  2 | -5 | -1 | -3 | -2 | -1.5 | 0.2 | 0
36	CC(=O)N/C(=C\c1ccccc1)C(=O)OCCCOC(=O)/C(=C/c1ccccc1)NC(C)=O
  -3 | -6 | 4 | 1 | -7 | -0.2 | -0.1 | 9
37	O=C1c2ccccc2-c2nc3ncnn3c(-c3ccccc3Cl)c21
  -4 | -2 | -25 | -3 | -1 | 0.1 | 0.2 | 1
38	C[C@H]1CN([C@@H](C)CO)C(=O)Cc2cc(NC(=O)NC3CCCCC3)ccc2O[C@@H]1CN(C)C(=O)Nc1cccc2ccccc12
  / | -2 | -6 | 12 | 0 | 1.0 | 0.8 | 3
39	COc1ccccc1COC(=O)N/C=C/c1ccco1
  / | 10 | -16 | -11 | 0 | 0.2 | 0.0 | /
40	CCOC(=O)C1=C(CC)Nc2ccccc2N=C1NC(=O)c1cc(S(=O)(=O)N2CCOCC2)ccc1C
  0 | 7 | -44 | -2 | 0 | -0.8 | 0.2 | -4
41	C[C@H](CO)N1C[C@H](C)[C@@H](CN(C)S(=O)(=O)c2cn(C)cn2)Oc2ccc(NC(=O)C3CCCCC3)cc2C1=O
  1&-3 | 4&1 | -5&-17 | 3&-6 | 0&2 | -0.1 | -0.8&-0.2 | 5&6
42	O=C1C=CC(O)(c2cc(=O)c3c(O)cc(O)cc3o2)C=C1
  1 | -77 | -9 | 73* | 4 | -0.2 | 0.0 | 9
43	Cc1onc(-c2ccccc2)c1C(=O)OCC(=O)Nc1ccc(OC(F)(F)F)cc1
  -6 | -5 | -8 | 3 | 3 | / | 0.1 | 2
44	C[C@@H]1CN([C@H](C)CO)C(=O)c2cc(NC(=O)Nc3ccc(F)cc3)ccc2O[C@@H](C)CCCCO[C@@H]1CN(C)S(=O)(=O)c1cn(C)cn1
  -9 | 0 | 2 | -10 | 7 | 0.1 | -0.2 | -10
45	C[C@H](CO)N1C[C@H](C)[C@@H](CN(C)S(=O)(=O)c2ccccc2)Oc2ncc(-c3ccncc3)cc2C1=O
  / | 5 | 2 | -14 | -18 | -0.2 | -0.2 | 10
46	O=C(Cn1cc2c(n1)CCCCC2)NCCN1CCOCC1
  -8 | -4 | -3 | 1 | -2 | 0.2 | 0.3 | -5
47	Cc1ccc(C)c(N(CC(=O)NCc2ccco2)C(=O)CCC(=O)Nc2nccs2)c1
  -3 | 4 | -11 | -3 | 2 | 0.0 | 0.6 | 7
48	CN(C)S(=O)(=O)c1ccc(Cl)c(NC(=O)CSc2nc3c(cc2C#N)C(=O)CCC3)c1
  -4 | / | -13 | 6 | 41 | -1.7 | 0.0 | -1
49	CCOc1ccc(N(Cc2cc3ccc(C)cc3[nH]c2=O)S(=O)(=O)c2ccccc2)cc1
  2 | 0 | -3 | 47 | 6 | / | 0.0 | 4
50	COc1ccc(NC(=O)N(C)C[C@H]2OCc3cnnn3CCCC(=O)N([C@H](C)CO)C[C@H]2C)cc1
  -9 | 1 | 12 | -6 | 1 | -0.2 | 0.7 | -3
51	Cc1nn(C)c(Cl)c1/C=N/OC(=O)c1ccc(F)cc1
  4 | / | -11 | 12 | -4 | / | -0.2 | /
52	O=C1CN(C(=O)COc2cccc(F)c2)c2ccccc2N1
  0 | / | 2 | 1 | -4 | / | 0.0 | /
53	CCC(C)(C(=O)NC1CCCCC1)N(Cc1cccs1)C(=O)c1ccccn1 (stereo not given)
  / | / | -5 | 16 | -2 | / | 0.0 | /
54	CCOc1ccc(Nc2nc(N3CCOCC3)nc(N3CCOCC3)n2)cc1
  8 | -5 | -18 | 7 | -3 | / | -0.1 | 9
